# aDG glyco up: increases alpha dystroglycan glycosylation | Pro5-aDG cells, alpha-DG glycosylation AlphaScreen (IIH6); 0% Pro5, 100% B10-LARGE cell signal | activation, % at 10 µM | 0.22% of 360,000 active | AID 624168;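 active = activation of at least 8% versus controls, or a plate z-score of at least 8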;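 also: Pro5 are CHO cells carrying HIG-tagged alpha-DG that lacks glycosylation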
# CF NFkB inh: cystic fibrosis NF-kB activation inhibition; KKLEB NF-kB-GFP reporter, PAF-induced, GFP fluorescence overnight; inhibition, % at 5 µM; 0.86% of 360,000 active;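 active = at least 50% inhibition at 5 µM, scaled per plate between neutral and stimulator controls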;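 also: PAF is a Pseudomonas aeruginosa culture filtrate used as stimulus; plate controls were PAF-stimulated DMSO wells for no effect and unstimulated DMSO wells for full effect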
# HIF-2a inh: blocks HIF-2a reporter activity; 786-0 RCC cells HIF-2a reporter, luciferase luminescence, overnight; inhibition, % at 18.8 µM; AID 624352; 0.72% of 360,000 active;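 active = inhibition of the luminescence signal of 40% or more relative to plate controls, in a single-dose primary screen at 18.75 µM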
# TRPM1 prom inh: reduces MITF-dependent TRPM1 promoter luciferase signal; inhibition, % at 12.5 µM; AID 488899; SK-MEL-5 TRPM1 promoter luciferase, 24 h; 0.83% of 330,000 active;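 active = mean inhibition across replicates of 60% or more, whatever share of single replicates reaches that level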; also: values of inactives mirror those of a sister screen read the other way
# Peg3 prom inh: reduces Peg3 promoter-driven luciferase expression in HeLa. HeLa PEG-Prom luciferase reporter, luminescence, overnight. inhibition, % at 20 µM. 1.7% of 360,000 active;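 active = inhibition of at least 50% at 20 µM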
# NR2E3 ag-1: activates human NR2E3 receptor. CHO-S Gal4-NCOR/VP16-NR2E3 two-hybrid, luciferase. inhibition of corepressor binding, % at 3.98 µM. 0.35% of 360,000 active. AID 602229;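 active = inhibition above the mean of all tested compounds plus 3 SD, cut at about 70% in these data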;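 also: 0% = DMSO with NR2E3 transfected cells and 100% = cells lacking NR2E3 construct; higher means lower luciferase signal from less NR2E3 corepressor binding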
# Target sequence (Q9Y5X4 whole entry, looked up, the tested form may be a part): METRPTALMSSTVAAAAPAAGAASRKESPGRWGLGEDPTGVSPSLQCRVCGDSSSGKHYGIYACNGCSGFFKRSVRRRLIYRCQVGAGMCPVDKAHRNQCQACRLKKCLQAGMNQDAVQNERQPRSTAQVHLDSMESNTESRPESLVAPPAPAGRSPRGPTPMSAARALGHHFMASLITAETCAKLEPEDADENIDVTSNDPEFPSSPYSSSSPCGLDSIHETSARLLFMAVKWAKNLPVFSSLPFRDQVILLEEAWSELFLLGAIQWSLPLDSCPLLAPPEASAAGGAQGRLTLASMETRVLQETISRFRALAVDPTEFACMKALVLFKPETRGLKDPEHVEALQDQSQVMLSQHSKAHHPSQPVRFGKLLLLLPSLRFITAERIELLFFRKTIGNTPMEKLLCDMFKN
# hiPSC survival: hiPSC single-cell survival enhancement. survival enhancement, % at 20 µM. 0.044% of 360,000 active. ATPlite luminescence; 100% = ROCK inhibitor wells, 0% = DMSO; in the data active = survival enhancement above about 18%;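 also: cells exposed to compounds for 16 hours before the ATP read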
# KKLEB cytotox: counter-screen for CF NF-kB inhibitors: cytotoxicity | KKLEB CF airway cells viability, ATPlite luminescence, overnight; stronger effect = lower value; cells stimulated with P. aeruginosa culture filtrate | activity change (cytotoxicity), % at 5 µM | 0.36% of 360,000 active | AID 602141;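 active = corrected activity change at or below -50% at 5 µM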
# TWEAK-Fn14 inh: blocks TWEAK-Fn14 interaction in a reporter cell assay; TWEAK-stimulated Fn14 reporter cells, luciferase luminescence, 8 h; inhibition, % at 10 µM; 2% of 360,000 active; in the data active = inhibition above about 50%
# Shn3 3UTR inh: reduces Shn3 3'UTR luciferase signal in osteoblasts; inhibition, % at 12.5 µM; Clone20 osteoblast Shn3 3'UTR firefly luciferase, 24 h; AID 588674; 0.52% of 360,000 active;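 active = mean inhibition of at least 75% with every replicate also reaching 75%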;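 also: 0% = median of neutral control wells and 100% = pilot-screen positive control compound; some compounds past the cut are filed as inactive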
# NR2E3 ag-2: agonists of human nuclear receptor NR2E3; Q9Y5X4; GST-NR2E3/biotin-RetCOR TR-FRET, 1536-well; inhibition of corepressor binding, % at 4.78 µM; 0.12% of 320,000 active; AID 2300;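 active = percent inhibition above the cutoff of mean plus 3 SD of all tested compounds, set per screening campaign, cut at about 20% in these data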;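 also: 0% = DMSO wells and 100% = biotin wells as full block of FRET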
#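 Test system: GST-NR2E3 and biotin-RetCOR proteins | Quantity: 1.35 nM GST-tagged NR2E3 final | Medium: Tris pH 7.5 | Also added: 7 nM biotin-RetCOR | Dosing: Compound at 4.8 µM, single dose | Timing: 5 h at 4 °C | Detection: Time-resolved FRET | Read-out basis: Percent inhibition | Benchmarks: Biotin wells as high control, 0.6% DMSO wells as low control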
# Starred values were filed as active, the others as inactive; nt = not tested or not shown.
SMILES,aDG glyco up,CF NFkB inh,HIF-2a inh,TRPM1 prom inh,Peg3 prom inh,NR2E3 ag-1,hiPSC survival,KKLEB cytotox,TWEAK-Fn14 inh,Shn3 3UTR inh,NR2E3 ag-2
CN(C(=O)COC(=O)COc1ccc(Cl)cc1)C1CCCCC1,0.4,-20,2,-4,9,12,8.8,-5,-5,4,3
Cc1cc(C)c(-c2csc(NC(=O)c3n[nH]c(=O)c4ccccc34)n2)c(C)c1,2.3,6,-14,11,17,-4,-1.7,-2,39,80,0
Cc1ccc(S(=O)(=O)N/N=C\c2ccccc2OCc2ccccc2)cc1,-0.1,22,-8,-2,-1,-29,-0.6,-11,8,-18,-2
COc1ccc(C(CCN2CCOCC2)c2c(OC)cc(OC)c3c(-c4ccccc4)cc(=O)oc23)cc1 (stereo not drawn),-0.1,22,-13,13,15,21,-2.8,-12,-5,22,nt
CC(=O)Nc1ccc(-c2nnc(SCc3ccc(C)cc3)n2C)cc1,0.2,-6,4,-6,-4,-18,2.4,0,-6,8,5
COc1ccc2oc(=O)c(-c3ccccc3C(=O)N3CCOCC3)cc2c1,-0.2,-11,-5,22,13,-22,0.7,11,10,4,2
CC(C)(C)OC(=O)CN1C(=O)NC2(CCCc3ccccc32)C1=O (stereo not drawn),-0.1,10,7,9,10,2,0.2,-4,3,-11,-1
COc1ccc2cc3c(N)nn(C(=O)c4ccc(Cl)c([N+](=O)[O-])c4)c3nc2c1,-0.5,65*,1,-1,-1,-11,-1.2,-7,55*,10,0
O=C(c1ccco1)N1CCN(CC(O)COc2ccc(Br)cc2)CC1 (stereo not drawn),0.1,-8,16,-7,-6,-16,0.1,2,36,13,1
O=C(COC(=O)/C=C/c1ccc(OC(F)F)cc1)Nc1cccc(S(=O)(=O)N2CCOCC2)c1,0.6,-15,2,2,4,-8,-2.1,18,-11,-6,nt
CC(C)c1ccc(OCC(O)CNC(C)c2ccccc2)cc1 (stereo not drawn),1.2,-5,4,9,43,-10,-0.4,2,2,36,-1
O=C(OCC(=O)N1CCOCC1)c1cccc(S(=O)(=O)Nc2ccc(F)cc2)c1,-0.1,-25,10,4,0,5,3.0,9,11,7,2
CCOC(=O)C1CCCN(C(=O)c2cccs2)C1 (stereo not drawn),-0.4,3,14,-5,1,4,3.1,5,-6,-10,-1
Cc1cc(N2C(=O)NC(=O)CC2C)c(C)cc1C(C)C (stereo not drawn),0.1,-6,13,9,10,-3,-1.8,-1,8,8,1
CNC(=O)c1ccc(NC(=O)c2ccc3c(=O)n4c(nc3c2)CCC4)cc1,0.1,-1,12,5,8,-42,0.4,-6,-3,-8,2
Cc1ccc2c(C)nc(Nc3nc(CSc4nc5ccccc5[nH]4)cc(=O)[nH]3)nc2c1,0.0,99*,-28,80*,109*,25,1.5,-58*,96*,74,5
COc1ccc(-c2noc(C3CCCN(C(=O)Nc4ccccc4F)C3)n2)cc1 (stereo not drawn),0.3,-16,-87,-5,-61,-25,1.5,-13,12,-38,2
O=c1c(=O)n2c(nn1Cc1ccc(F)cc1)sc1ccccc12,0.0,7,-5,16,9,-22,0.5,8,-2,-3,-3
C[C@H]1CNC(=O)c2c(C(=O)NC3CCN(C(=O)OC(C)(C)C)CC3)ncn21,-0.3,-16,10,nt,7,6,6.0,7,-24,10,nt
COc1ccc(CCNC(=O)c2cccc(S(=O)(=O)N3CCCCC3)c2)cc1,0.0,4,12,13,29,13,0.9,7,5,4,-3
COc1ccc(C(=O)N/N=C\C(C)=C\c2ccccc2)cc1OC,-0.3,14,-11,-27,-17,6,0.1,-7,0,-16,-3
COc1ccccc1NC(=O)CSc1nnc(-c2ccncc2)o1,0.2,17,-28,-9,-30,-17,7.0,4,-17,-26,-1
CC(C)CCNc1nc(-c2ccco2)c2c(c1C#N)CCCC2,0.3,29,33,8,15,-8,2.9,8,10,2,3
CN(CC1COc2ccccc2O1)C(=O)CCNS(=O)(=O)c1ccc(F)c(Cl)c1 (stereo not drawn),0.0,-25,3,nt,5,4,5.9,16,-6,5,nt

# 3 of the compounds above, with values under each structure:
# Screens in order – aDG glyco up	CF NFkB inh	HIF-2a inh	TRPM1 prom inh	Peg3 prom inh	NR2E3 ag-1	hiPSC survival	KKLEB cytotox	TWEAK-Fn14 inh	Shn3 3UTR inh	NR2E3 ag-2
Cc1ccc2c(C)nc(Nc3nc(CSc4nc5ccccc5[nH]4)cc(=O)[nH]3)nc2c1
→ 0.0	99*	-28	80*	109*	25	1.5	-58*	96*	74	5
COc1ccc(-c2noc(C3CCCN(C(=O)Nc4ccccc4F)C3)n2)cc1 (stereo not drawn)
→ 0.3	-16	-87	-5	-61	-25	1.5	-13	12	-38	2
O=c1c(=O)n2c(nn1Cc1ccc(F)cc1)sc1ccccc12
→ 0.0	7	-5	16	9	-22	0.5	8	-2	-3	-3

# Going on with the list.
SMILES,aDG glyco up,CF NFkB inh,HIF-2a inh,TRPM1 prom inh,Peg3 prom inh,NR2E3 ag-1,hiPSC survival,KKLEB cytotox,TWEAK-Fn14 inh,Shn3 3UTR inh,NR2E3 ag-2
O=C1NC(=S)N(C(=O)c2ccc(F)cc2)/C1=C/c1ccccc1,0.0,42,-53,-3,0,-55,2.0,4,2,-11,3
Cc1cc(Nc2cccc(C)c2C)n2nc(C)nc2n1,0.0,6,1,24,-2,-6,1.2,9,6,-15,-3
CCn1c(SCC(=O)Nc2ccc(OC)cc2)nc2c(c1=O)SCC2,0.1,-8,4,9,9,-5,-0.1,4,-15,14,2
CCOC(=O)c1c(NC(=O)c2ccccc2)sc2c1CCc1ccccc1-2,-0.3,2,8,-23,-3,10,-0.6,-2,-10,-13,3
COc1ccc(C(=O)Nc2ccc3oc(-c4cccc(F)c4)nc3c2)cc1OC,0.1,-2,-12,-8,3,2,-0.2,-15,-59,16,2
Cc1cc(NC(=O)C2CC(=O)N(c3ccc(Cl)cc3)C2)no1 (stereo not drawn),0.0,15,12,-1,21,-5,0.4,-1,13,-11,1
COc1ccc(-c2ccc3c(N)c(C(=O)c4cccc(OC)c4)sc3n2)cc1,0.2,-2,-56,-6,-49,-90,1.8,-12,0,1,3
CCc1ccc(CN2CCC(n3nccc3NC(=O)c3ccccc3OC)CC2)o1,0.1,-6,-16,nt,-2,-6,-1.8,-6,-13,-30,nt
CC(C)CCC1(C)NC(=O)N(CC(=O)NCC(=O)Nc2ccc(F)c(F)c2F)C1=O (stereo not drawn),-0.1,9,14,3,15,-7,0.5,2,-11,6,nt
CCN1C[C@@H]2[C@@H]3C(=O)N(C)C(=O)[C@@H]3[C@](C)(C1=O)N2C(=O)c1ccccc1,0.1,4,7,-3,-5,-44,-1.3,-4,12,0,nt
Cn1c(N)c(C(=O)COC(=O)CSc2cccc3cccc(Cl)c23)c(=O)n(C)c1=O,0.1,-1,17,4,-2,-4,1.9,-21,-14,-1,-3
Cc1ccccc1-c1nnc(NC(=O)c2ccc(N3C(=O)CCC3=O)cc2)s1,-0.2,-3,-20,-9,-14,-6,0.4,3,-16,0,5

# Grouped by structure: the compounds so far containing a furan ring, fused or not.
SMILES,aDG glyco up,CF NFkB inh,HIF-2a inh,TRPM1 prom inh,Peg3 prom inh,NR2E3 ag-1,hiPSC survival,KKLEB cytotox,TWEAK-Fn14 inh,Shn3 3UTR inh,NR2E3 ag-2
O=C(c1ccco1)N1CCN(CC(O)COc2ccc(Br)cc2)CC1 (stereo not drawn),0.1,-8,16,-7,-6,-16,0.1,2,36,13,1
CC(C)CCNc1nc(-c2ccco2)c2c(c1C#N)CCCC2,0.3,29,33,8,15,-8,2.9,8,10,2,3
CCc1ccc(CN2CCC(n3nccc3NC(=O)c3ccccc3OC)CC2)o1,0.1,-6,-16,nt,-2,-6,-1.8,-6,-13,-30,nt

# (cont.)
SMILES,aDG glyco up,CF NFkB inh,HIF-2a inh,TRPM1 prom inh,Peg3 prom inh,NR2E3 ag-1,hiPSC survival,KKLEB cytotox,TWEAK-Fn14 inh,Shn3 3UTR inh,NR2E3 ag-2
CN(C)CC(=O)Nc1ccc2c(c1)[C@H]1C[C@H](CC(=O)NCc3ccc4c(c3)OCO4)O[C@H](CO)[C@H]1O2,0.1,-24,-7,nt,1,-16,-0.8,9,19,-16,nt
COC(=O)[C@@]12CCCN1[C@H](c1ccc(-c3ccc(OC)cc3)c(OC)c1)[C@@H]1C(=O)N(C)C(=O)[C@@H]12,0.0,-5,-8,0,-21,3,-2.9,-8,7,-15,2
COc1ccc(NC(=O)N(Cc2cccnc2)Cc2ccccc2Cl)c(OC)c1,-0.1,8,-1,nt,14,-1,-0.7,-13,-14,4,6
O=C(CSc1nnc(-c2cccnc2)o1)NNC(=O)c1ccc(Br)cc1,-0.2,-1,10,1,12,-8,0.1,-3,1,10,5
Cc1ccc(C)c(NC(=O)COC(=O)CSc2ccccc2)c1,-0.1,-30,14,-5,8,-2,-0.5,28,-11,9,6
CCCCNS(=O)(=O)c1ccc(NC(=O)c2cccs2)cc1,0.8,3,-42,-5,-36,18,3.0,0,-14,5,1
C(=NN1CCCCCC1)c1cccc2ccccc12,-0.3,0,-94,-8,-112,6,0.5,-13,14,-1,nt
CCN(CC)C(=O)CC(c1ccc(N(C)C)cc1)c1c(OC)cc(OC)c2ccc(=O)oc12 (stereo not drawn),0.1,9,13,3,-2,14,-1.4,-16,8,-2,0
O=C(CNS(=O)(=O)c1ccc(Br)s1)NCc1ccccc1,0.1,1,8,-1,14,-8,0.0,6,15,-7,0
O=C(CSC1=NC2(CCCCC2)N=C1c1ccccc1)Nc1ccc2c(c1)OCCO2,-0.2,-12,18,11,17,-23,-0.5,-8,8,-6,3
COCCn1c(C)cc(/C=C2/NC(=O)N(Cc3ccc(C)cc3)C2=O)c1C,-0.6,-5,-5,-10,-60,-10,-0.2,2,12,6,0
Cc1noc(C)c1COc1ccccc1C(=O)NNC(=O)c1ccccc1F,0.3,-4,9,5,-11,-18,-0.2,-4,-6,-45,1
COC(=O)Nc1ccc(S(=O)(=O)NC2CCS(=O)(=O)C2)cc1 (stereo not drawn),0.5,4,14,10,10,3,-0.6,-6,0,11,-2
O=C(/C(=C/c1ccc(Cl)cc1)c1nc2ccccc2[nH]1)c1cccs1,-0.2,98*,93*,95*,106*,14,-4.6,-61*,0,88*,5

# Screening results from PubChem BioAssay.

# No enrichment for hits; overall some 4.4% were active at least once.
